CAL PDZ FP-1: CAL PDZ peptide-binding inhibitors, primary screen, biochemical, fluorescence polarization, Cer-tagged CAL PDZ, HTS. Golgi-associated PDZ and coiled-coil motif-containing protein (Homo sapiens), Q9HD26. purified CAL PDZ, TMR-peptide fluorescence polarization, 1 h. inhibition, % at 20 µM. actives 0.02% (n = 330,000). AID 504414, 2011;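 active means highest replicate inhibition of at least 40%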;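 further: plate controls were DMSO neutral control wells for no effect and unlabeled competitor peptide control wells for full effect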
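System: tagged CAL PDZ domain. Schedule: 1 h room-temperature incubation prior to read. Signal: fluorescence polarization (mP). Measure: percent inhibition from loss of millipolarization.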
Tat transport: E. coli Tat export inhibitors, primary screen, MC4100, TorA-mCherry reporter, fluorescence, single point | AID 488895, 2010 | inhibition, % at 10 µM | actives 0.036% (n = 340,000);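 active means mean replicate inhibition at least 50% and at least half of replicates individually reaching 50%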;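 further: exported cargo escapes ClpAP degradation while cytoplasmic cargo is degraded and loses fluorescence; 0% = median of neutral control wells and 100% = median of NaSCN control wells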
Ecoli viability: E. coli V3065 growth inhibition, primary screen, counter-screen for AddAB inhibitor project, absorbance, OD600 | 18 h | inhibition, % at 11.9 µM | actives 0.27% (n = 330,000) | AID 449728, 2010;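 active means inhibition above the campaign's mean inhibition across all tested compounds plus 3 SD, cut at about 9.9% in these data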;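 further: uninfected addAB+ strain grown without phage in ampicillin broth; 0% = DMSO wells and 100% = ciprofloxacin 0.95 µg/ml wells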
MITF TRPM1 HTS: activators of MITF-driven TRPM1 promoter reporter, primary screen, cell-based, SK-MEL-5, luciferase, single point; activation, % at 12.5 µM; actives 0.75% (n = 300,000); SK-MEL-5 TRPM1-promoter luciferase, 24 h; % of positive control, neutral wells = 0;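 active means mean activation of at least 80% with every replicate also reaching 80%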;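 further: 0% = neutral control wells and 100% = parthenolide positive control wells; values of inactives mirror those of a sister screen read the other way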
phage Ecoli inh: growth loss of phage-infected E. coli, primary screen, RecBCD inhibitor project, absorbance, with phage, HTS; inhibition, % at 11.9 µM; actives 0.26% (n = 360,000); AID 651602, 2012; in the data active means inhibition above about 11%
Wnt bcat act: Wnt/beta-catenin pathway activators, primary screen, cell-based, plate reader, single point; Wnt/beta-catenin reporter cell assay, activator; activation, % at 9.35 µM; actives 1.2% (n = 300,000); AID 743398, 2014; in the data active means activation above about 30%, passing the limit was not always enough;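 further: 0% = neutral control wells and 100% = positive control wells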
SR-BI DiI inh: inhibitors of SR-BI mediated HDL lipid uptake, primary screen, ldlA[mSR-BI] cells, fluorescence, single point; Scavenger receptor class B member 1 (Mus musculus), Q61009; ldlA[mSR-BI] CHO cells, DiI-HDL uptake fluorescence, 3 h; inhibition, % at 12.5 µM; actives 0.96% (n = 320,000); AID 488896, 2010;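 active means mean replicate inhibition of at least 70% and a set share of replicates each scoring 70 or more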;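 further: 0% = median of neutral control wells and 100% = median of positive control wells; values of inactives mirror those of a sister screen read the other way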
Target sequence (Q61009 whole entry, looked up): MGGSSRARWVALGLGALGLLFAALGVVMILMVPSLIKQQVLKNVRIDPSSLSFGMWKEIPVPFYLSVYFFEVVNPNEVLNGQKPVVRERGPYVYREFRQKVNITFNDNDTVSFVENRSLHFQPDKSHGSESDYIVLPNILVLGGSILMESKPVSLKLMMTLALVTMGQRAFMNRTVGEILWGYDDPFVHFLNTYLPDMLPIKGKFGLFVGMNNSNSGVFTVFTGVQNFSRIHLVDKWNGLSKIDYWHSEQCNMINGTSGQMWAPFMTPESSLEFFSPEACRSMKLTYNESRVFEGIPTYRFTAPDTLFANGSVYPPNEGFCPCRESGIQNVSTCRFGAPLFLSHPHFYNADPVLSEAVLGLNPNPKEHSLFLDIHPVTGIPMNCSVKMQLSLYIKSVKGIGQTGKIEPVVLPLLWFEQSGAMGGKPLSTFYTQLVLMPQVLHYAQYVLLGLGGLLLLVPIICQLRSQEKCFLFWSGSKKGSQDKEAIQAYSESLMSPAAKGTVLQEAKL
CAL PDZ FP-2: untagged CAL PDZ binding inhibitors, primary screen, biochemical, fluorescence polarization, HTS; actives 0.92% (n = 300,000); inhibition, % at 24.9 µM; AID 602252, 2012; purified CAL PDZ, TMR-peptide fluorescence polarization, 1 h;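 active means mean inhibition of at least 30% with at least half of replicates also reaching 30%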;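 further: 0% = DMSO neutral control and 100% = excess unlabeled competitor peptide PRC23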
AddAB inh: growth inhibition of E. coli expressing H. pylori AddAB, primary screen, AddAB inhibitor project, absorbance | inhibition, % at 11.9 µM | actives 0.29% (n = 330,000) | AID 435030, 2010; in the data active means inhibition above about 12%;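 further: 0% = vehicle wells of infected cells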
SR-BI DiI-HDL act: activators of SR-BI mediated DiI-HDL uptake, primary screen, ldlA[mSR-BI] CHO cells, DiI fluorescence. 3 h; 100 = double the neutral-control signal. activation, % at 12.5 µM. actives 0.096% (n = 320,000). AID 504775, 2011;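 active means mean replicate activation of at least 60% and every replicate at or above 60%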;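 further: 0% = median plate neutral-control signal and 100% = twice that signal; values of inactives mirror those of a sister screen read the other way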
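Material: SR-BI-overexpressing, LDLR-lacking CHO cells; schedule: compound exposure 3 h, 37 °C; reagent: DiI-labelled HDL at 10 µg/mL final; technique: bottom-read fluorescence, 550/595 nm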
Starred values were filed as active, the others as inactive; nt = no result given.

Start of the listing, in advance, eight compounds:
Keys – A = CAL PDZ FP-1; B = Tat transport; C = Ecoli viability; D = MITF TRPM1 HTS; E = phage Ecoli inh; F = Wnt bcat act; G = SR-BI DiI inh; H = CAL PDZ FP-2; I = AddAB inh; J = SR-BI DiI-HDL act
> NCCCC[C@H]1CN=C(N)N1CC1CCCCC1
  A: 1.5	B: -3	C: -3.0	D: 16	E: 2.4	F: -1	G: -16	H: -1	I: 3.9	J: 16

> Cc1nc2cc(C(=O)OCC(=O)N(CC(C)C)C3CCS(=O)(=O)C3)ccc2n1-c1ccccc1 (centres undefined)
  A: -1.7	B: 4	C: -1.0	D: 5	E: 1.9	F: nt	G: 7	H: -4	I: 1.2	J: -7

> COc1ccc(COC(=O)C2CCN(C(=O)c3ccc(Cl)cc3)CC2)cc1F
  A: -0.6	B: 37	C: 0.7	D: -1	E: -0.3	F: -2	G: 0	H: 1	I: 4.1	J: 0

> CC(C)CCOC(=O)C1[C@H]2C(=O)N(Cc3cccs3)C[C@]23C=C[C@H]1O3 (some centres undefined)
  A: -0.6	B: 2	C: 2.9	D: 0	E: -1.3	F: nt	G: -5	H: 1	I: 1.1	J: 5

> Cc1cc(NC(NC(=O)c2ccco2)(C(F)(F)F)C(F)(F)F)no1
  A: -3.0	B: -1	C: -0.2	D: 5	E: 1.0	F: -3	G: -3	H: nt	I: -0.7	J: 3

> COCCNC(=O)CCc1ccc(S(=O)(=O)Nc2ccc(C)cc2)cc1
  A: -0.1	B: -9	C: -1.5	D: 1	E: 3.2	F: nt	G: -17	H: nt	I: -0.9	J: 17

> O=c1o[nH]c(-c2ccccc2)c1-c1ccccc1
  A: nt	B: nt	C: -2.3	D: nt	E: 2.2	F: -1	G: nt	H: nt	I: 4.0	J: nt

> O=C(O)CSc1nnc(-c2ccc(Cl)cc2Cl)n1-c1ccccc1
  A: 0.5	B: 5	C: -4.3	D: -7	E: 0.5	F: 0	G: -24	H: -7	I: 2.2	J: 24

All compounds of this part, from the first entry:
Keys – A = CAL PDZ FP-1; B = Tat transport; C = Ecoli viability; D = MITF TRPM1 HTS; E = phage Ecoli inh; F = Wnt bcat act; G = SR-BI DiI inh; H = CAL PDZ FP-2; I = AddAB inh; J = SR-BI DiI-HDL act
> NCCCC[C@H]1CN=C(N)N1CC1CCCCC1
  A: 1.5	B: -3	C: -3.0	D: 16	E: 2.4	F: -1	G: -16	H: -1	I: 3.9	J: 16

> Cc1nc2cc(C(=O)OCC(=O)N(CC(C)C)C3CCS(=O)(=O)C3)ccc2n1-c1ccccc1 (centres undefined)
  A: -1.7	B: 4	C: -1.0	D: 5	E: 1.9	F: nt	G: 7	H: -4	I: 1.2	J: -7

> COc1ccc(COC(=O)C2CCN(C(=O)c3ccc(Cl)cc3)CC2)cc1F
  A: -0.6	B: 37	C: 0.7	D: -1	E: -0.3	F: -2	G: 0	H: 1	I: 4.1	J: 0

> CC(C)CCOC(=O)C1[C@H]2C(=O)N(Cc3cccs3)C[C@]23C=C[C@H]1O3 (some centres undefined)
  A: -0.6	B: 2	C: 2.9	D: 0	E: -1.3	F: nt	G: -5	H: 1	I: 1.1	J: 5

> Cc1cc(NC(NC(=O)c2ccco2)(C(F)(F)F)C(F)(F)F)no1
  A: -3.0	B: -1	C: -0.2	D: 5	E: 1.0	F: -3	G: -3	H: nt	I: -0.7	J: 3

> COCCNC(=O)CCc1ccc(S(=O)(=O)Nc2ccc(C)cc2)cc1
  A: -0.1	B: -9	C: -1.5	D: 1	E: 3.2	F: nt	G: -17	H: nt	I: -0.9	J: 17

> O=c1o[nH]c(-c2ccccc2)c1-c1ccccc1
  A: nt	B: nt	C: -2.3	D: nt	E: 2.2	F: -1	G: nt	H: nt	I: 4.0	J: nt

> O=C(O)CSc1nnc(-c2ccc(Cl)cc2Cl)n1-c1ccccc1
  A: 0.5	B: 5	C: -4.3	D: -7	E: 0.5	F: 0	G: -24	H: -7	I: 2.2	J: 24

> COC(=O)c1ccc(CSc2nnc(CNC(=O)c3ccc(OC)cc3)o2)o1
  A: -2.5	B: 0	C: -0.4	D: nt	E: 3.5	F: 2	G: -11	H: -4	I: -0.7	J: 11

> Cc1nc2c(oc3ccc(Cl)cc32)c(=O)[nH]1
  A: -1.1	B: 3	C: -1.1	D: 4	E: -1.6	F: 6	G: -19	H: 1	I: 1.3	J: 19

> CC(C)c1ccc(N(C(=O)c2csnn2)C(C(=O)NC(C)(C)C)c2ccncc2)cc1 (centres undefined)
  A: -2.1	B: -2	C: -1.6	D: 47	E: 0.4	F: nt	G: -10	H: -2	I: -1.5	J: 10

> COCc1n[nH]c(=S)n1-c1cccc2ccccc12
  A: -0.1	B: -4	C: 1.6	D: -19	E: 1.3	F: nt	G: -29	H: nt	I: 1.6	J: 29

> CC(=O)CCc1oc2ccc(C)cc2c1-c1ccccc1
  A: -1.6	B: 1	C: 1.1	D: -9	E: 3.7	F: 2	G: 2	H: -3	I: 2.1	J: -2

> COc1cccc(S(=O)(=O)N2CCN(C(=O)c3ccco3)CC2)c1
  A: -0.6	B: -6	C: 1.3	D: 1	E: 0.5	F: 0	G: -12	H: nt	I: 0.6	J: 12

> Cc1cc(C)cc(NC(=O)CN2CCc3cc4c(cc3C2C)OCCCO4)c1 (centres undefined)
  A: 0.3	B: 18	C: 1.9	D: -10	E: 1.8	F: -1	G: 47	H: nt	I: 3.7	J: -47

Following part
canonical_smiles,CAL PDZ FP-1,Tat transport,Ecoli viability,MITF TRPM1 HTS,phage Ecoli inh,Wnt bcat act,SR-BI DiI inh,CAL PDZ FP-2,AddAB inh,SR-BI DiI-HDL act
COC(=O)c1cn(NC(=O)/C=C/c2ccc(OC)c(OC)c2)c(=O)c2ccccc12,-2.2,1,-1.3,4,3.6,-3,12,-3,-1.0,-12
COc1ccc2oc(C)c(C(=O)Cn3ccnc3)c2c1,-1.4,-4,0.7,18,1.3,nt,-21,0,3.3,21
Cc1ccc(NC(=O)c2cnccn2)c(Br)c1,-0.8,-1,-3.6,71,4.0,13,-7,4,-1.2,7
COCCn1cnc2c1c(=O)n(Cc1ccc(Br)cc1)c(=O)n2Cc1ccccc1,-2.0,-8,0.6,-7,1.3,-2,nt,-1,2.3,nt
O=C(c1cccc(NS(=O)(=O)c2ccc(Br)cc2)c1)N1CCCCC1,-2.6,6,-1.1,-4,0.6,-1,-16,-4,-2.5,16
COc1ccc(-c2cc(C(=O)NC3CCCC3)c3ccccc3n2)cc1OC,-1.6,1,-3.8,1,-1.0,-2,20,-4,-0.1,-20
Clc1ccc(C2NCCc3sccc32)cc1 (centres undefined),-1.8,0,2.0,9,-0.2,nt,5,1,1.6,-5
COc1ccc(CNC(=O)CSc2nccn(-c3ccc(F)c(F)c3)c2=O)cc1,-1.4,2,0.8,-2,6.9,-2,11,-1,0.2,-11
COC(=O)c1c(-c2cccnc2)csc1NC(=O)c1cc(C)on1,nt,7,-2.3,57,-0.1,29,10,-3,0.3,-10
CC1(C)CC(=O)C2=C(C1)Nc1[nH]c(=S)[nH]c(=O)c1C2c1ccccc1 (centres undefined),-0.3,18,2.1,5,1.2,nt,-25,-2,3.1,nt
O=C(NCCCCc1ccccc1)C1CC(c2ccccc2C(F)(F)F)=NO1 (centres undefined),-0.1,3,-1.9,4,3.7,3,-13,-3,0.7,13
Cc1ccc(S(=O)(=O)N2CCN(Cc3ccccc3)CC2)cc1,-1.9,15,-2.7,-7,0.6,2,-2,8,-0.9,2
CN(C)C1(CNC(=O)c2cccc(S(=O)(=O)NCc3ccccc3)c2)CCCCC1,0.4,4,0.5,5,0.3,-3,7,-1,1.4,-7

Screens from PubChem.
